# From PubChem BioAssay
# PRMT1 FP inh: PRMT1 (human) inhibition, primary screen; Q99873; recombinant PRMT1, activity-based probe fluorescence polarization; inhibition, % at 2.79 µM; 370,000 tested, 1.3% active; AID 652257;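 active = inhibition above about 21% made by adding two undisclosed values, limit read from the data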
# ABHD4 inh: ABHD4 (mouse) inhibition, primary FP screen | Q8VD66 | purified mABHD4, FP-Rh probe fluorescence polarization | inhibition, % at 8.92 µM | 370,000 tested, 0.54% active | AID 720543;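 active = inhibition exceeding the mean over every tested compound plus 3 SD, cut at about 30% in these data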;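 also: 0% = plate median of compound wells and 100% = S159A mutant with DMSO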
#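 System: mouse ABHD4 enzyme, wild type / Medium: HEPES pH 7.0, NaCl, Pluronic buffer / Reagent: FP-Rh activity-based fluorescent probe / Control set: S159A mutant high control, sample median low control / Detection: fluorescence polarization with parallel and perpendicular emission, 525/598 nm / Schedule: 45 min + 60 min at 25 °C / Compound dosing: 8.92 µM, single dose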
# TCR-CD3 inh: blocks the human TCR-CD3 interaction; TAMRA-labeled TCR probe fluorescence, biochemical; inhibition, % at 9.4 µM; 360,000 tested, 0.37% active; in the data active = inhibition above about 19%;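 also: recombinant mutant TCR 2C K166C tagged with TAMRA read by polarization; 0% = receptor in buffer alone and 100% = receptor with positive control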
# PG9 Ab binder: PG9 antibody binding by small molecule; TR-FRET gp120-PG9 antibody binding; 360,000 tested, 0.43% active; AID 624416; inhibition, % at 6.7 µM; in the data active = inhibition above about 8.5%
# NR1D1 modulator: Rev-erb alpha (human) modulation; P20393; Rev-erbα–FITC-DNA binding, fluorescence polarization, 90 min; activity, % at 10 µM; 370,000 tested, 0.79% active; AID 1259318;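 active = activity above about 14%, limit read from the data; passing the limit was not always enough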;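 also: 0% = DMSO wells with 35 nM protein and 100% = DMSO wells with 750 nM protein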
# TDP2 absorb: blocks human TDP2 phosphodiesterase activity | 370,000 tested, 0.34% active | inhibition, % at 12.8 µM | AID 720702 | recombinant TDP2, T5PNP hydrolysis, p-nitrophenol absorbance 415 nm;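 active = inhibition above the mean of all tested compounds plus 3 SD, set per campaign, cut at about 25% in these data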;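 also: 0% = DMSO with enzyme and 100% = buffer with substrate but no TDP2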
#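 Test system: Human TDP2 enzyme | Reagent: 5 mM T5PNP | Compound dosing: 12.8 µM single point, 1% DMSO | Incubation: Enzyme reaction with compound for 2 h at 37 °C | Technique: p-Nitrophenol epi absorbance | Read-out: % inhibition relative to enzyme-containing and enzyme-free wells | Benchmarks: High control without enzyme, low control DMSO plus TDP2 | Replicates: Singlicate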
# rCAG binder: binds r(CAG) RNA repeats. inhibition, % at 3 µM. r(CAG) RNA repeat, TO-PRO-1 dye displacement fluorescence. AID 651821. 370,000 tested, 1.3% active;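 active = inhibition above the plate cutoff, the mean of all test compounds on that plate plus 3 SD, cut at about 35% in these data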;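 also: 0% = DMSO alone and 100% = 100 µM mitoxantrone as full dye displacement; higher means more dye released from RNA so lower well fluorescence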
# LEDGF integ inh: blocks HIV-1 LEDGF/p75-dependent DNA integration. 370,000 tested, 0.64% active. TR-FRET IN-LEDGF/p75 DNA integration, Eu/Cy5. inhibition, % at 3.7 µM;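 active = inhibition above the screen-wide mean plus 3 SD, cut at about 13% in these data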;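 also: signal is the Cy5 over europium emission ratio at 671 and 618 nm; 0% = plate median of compound wells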
# SIAE inh: human SIAE inhibition, primary screen; inhibition, % at 9.66 µM; Q9HAT2; AID 1053197; 370,000 tested, 0.69% active; SIAE FP-Rh probe binding, fluorescence polarization;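 active = inhibition above a cutoff: mean of compounds within the control limits plus 3 SD of those, cut at about 17% in these data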;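 also: 0% = plate median of compound wells and 100% = probe without SIAE protein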
# Target sequence (Q9HAT2 whole entry, looked up): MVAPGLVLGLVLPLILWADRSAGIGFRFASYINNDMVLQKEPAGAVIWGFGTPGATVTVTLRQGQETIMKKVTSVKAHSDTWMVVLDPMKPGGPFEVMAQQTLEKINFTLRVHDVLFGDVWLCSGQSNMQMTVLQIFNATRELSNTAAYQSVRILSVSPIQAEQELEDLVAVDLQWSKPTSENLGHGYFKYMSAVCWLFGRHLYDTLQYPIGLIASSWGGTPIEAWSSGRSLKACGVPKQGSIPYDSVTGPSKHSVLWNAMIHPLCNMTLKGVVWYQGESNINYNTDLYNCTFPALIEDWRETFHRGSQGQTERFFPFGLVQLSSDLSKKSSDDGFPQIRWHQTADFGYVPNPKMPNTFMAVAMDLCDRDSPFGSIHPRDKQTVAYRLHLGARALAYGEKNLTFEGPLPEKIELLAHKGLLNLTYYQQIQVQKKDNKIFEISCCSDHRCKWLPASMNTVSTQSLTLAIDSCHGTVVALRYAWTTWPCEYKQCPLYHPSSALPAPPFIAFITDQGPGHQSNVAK
# HTRA1 inh: HTRA1 (human) protease inhibition. Q92743. recombinant HTRA1, FP-rhodamine activity-based probe, fluorescence polarization. inhibition, % at 5.96 µM. 340,000 tested, 0.5% active. AID 504803; in the data active = inhibition above about 36%;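 also: 0% = enzyme with DMSO and 100% = wells lacking enzyme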
# Target sequence (Q92743 whole entry, looked up): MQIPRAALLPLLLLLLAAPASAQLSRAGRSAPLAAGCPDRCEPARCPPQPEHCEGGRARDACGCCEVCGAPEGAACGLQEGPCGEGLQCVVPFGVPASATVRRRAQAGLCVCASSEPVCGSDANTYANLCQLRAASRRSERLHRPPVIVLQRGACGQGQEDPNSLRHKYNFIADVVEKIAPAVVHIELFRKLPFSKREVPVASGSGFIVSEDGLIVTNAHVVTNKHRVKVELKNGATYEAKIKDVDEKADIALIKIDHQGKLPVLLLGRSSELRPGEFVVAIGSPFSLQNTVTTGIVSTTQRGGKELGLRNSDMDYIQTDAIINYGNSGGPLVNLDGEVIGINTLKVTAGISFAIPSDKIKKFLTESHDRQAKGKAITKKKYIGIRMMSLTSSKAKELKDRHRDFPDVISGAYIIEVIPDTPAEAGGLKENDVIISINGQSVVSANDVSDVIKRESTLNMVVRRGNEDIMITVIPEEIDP
# Numbers without * were called inactive; . = no result given. This is a subset; the hit share may differ from the screen's.
SMILES,PRMT1 FP inh,ABHD4 inh,TCR-CD3 inh,PG9 Ab binder,NR1D1 modulator,TDP2 absorb,rCAG binder,LEDGF integ inh,SIAE inh,HTRA1 inh
CCOC(=O)C1=CCC(c2cccc3ccccc23)N(S(=O)(=O)c2ccc(C)cc2)C1 (configuration not stated),1,-7,-4,-0.2,0,-6,9,-3,4,.
O=C(N[C@@H](Cc1ccccc1)C(=O)N1CCC2CCN(S(=O)(=O)c3ccccc3)CC21)[C@@H]1CCCN1 (some centres not stated),2,1,.,.,5,0,2,-1,-3,.
N#Cc1nc(COc2ccccc2F)oc1NCCc1ccccc1,1,-38,7,0.5,-4,2,-3,0,-2,-37
COc1ccc(CNC(=O)C[C@H]2C(=O)N(CCc3ccccc3)C[C@@H]2Cc2ccccc2)cc1,2,-2,-1,0.9,-3,2,-7,0,-3,-22
CN(C)S(=O)(=O)NCCNc1ccc(C(F)(F)F)cc1[N+](=O)[O-],-7,4,4,1.1,6,5,-1,1,12,-3
COc1ccc(-n2nc(C(=O)NCC(=O)NCCc3ccc(OC)c(OC)c3)c3ccccc3c2=O)cc1,-5,-6,2,-0.5,-4,-23,-3,4,-6,-10
Cc1nn(-c2ccccc2)c(Cl)c1/C=N/NC(=O)CNc1n[nH]c(=O)[nH]c1=O,-2,-1,0,-1.0,6,-5,9,1,3,.
COc1cc(OC)cc(-c2cc3nc(C)c(CCC(=O)O)c(C)n3n2)c1,2,-5,5,0.8,-1,1,2,-4,-13,2
CNC(=O)CN(Cc1ccccc1)S(=O)(=O)c1ccc(Cl)cc1,9,-10,-9,0.7,3,-16,-6,0,-5,-2
C#Cc1ccc([C@@H]2C=C(C(=O)NC3CC3)O[C@H](OCc3ccc(CO)cc3)C2)cc1,1,-9,-2,0.3,-4,10,0,0,-5,-19
S=C(NC1CCCCC1)N1CCc2[nH]c3ccccc3c2C1,-4,-4,6,0.0,2,2,-2,1,0,1
O=C(NN=C1CCCC1)c1cccc(O)c1,3,4,4,2.7,-3,2,-2,-1,6,1
CCS(=O)(=O)N1CCN(Cc2nc3ccccc3c(=O)[nH]2)CC1,0,-2,-6,0.0,1,-5,3,0,0,-1
O=C(COC(=O)C1CCN(S(=O)(=O)c2cccs2)CC1)Nc1ccccc1Br,2,0,-4,-0.3,0,-3,-3,-3,-11,-1
Cc1ccc(C(=O)NNC(=O)c2ccc(C)cc2)cc1,0,-5,3,-2.1,2,-6,-2,5,6,7
O=C1C(=C(I)I)c2ccccc2-c2ccccc21,12,13,-1,-2.2,-15,98*,7,-20,15,-1
COC(=O)c1ccc(C(=O)OC)c(NC(=O)/C=C/C(=O)O)c1,5,0,3,0.6,5,3,0,4,4,4
CCc1noc(C)c1C(=O)N1CCCC(C(=O)c2cc(F)ccc2F)C1 (configuration not stated),2,-4,-2,0.3,1,-6,-3,-4,-1,10
Nc1nc2ccccc2n1/N=C/c1cccnc1,-1,4,-3,2.5,-9,-4,-2,3,2,1
CCn1cc(CN2CCC(n3nccc3NC(=O)CCCc3ccccc3)CC2)c(C)n1,-3,2,3,-0.5,4,1,-7,-2,8,3

SMILES,PRMT1 FP inh,ABHD4 inh,TCR-CD3 inh,PG9 Ab binder,NR1D1 modulator,TDP2 absorb,rCAG binder,LEDGF integ inh,SIAE inh,HTRA1 inh
O=C(O)c1ccccc1C(=O)Nc1ccc(S(=O)(=O)N2CCCC2)cc1,-2,-11,1,-1.5,1,-23,3,-3,-11,2
CCCSCCCNC(=O)CC1Oc2ccccc2NC1=O (configuration not stated),-2,3,8,0.4,-4,-1,0,1,2,-8
COc1ccc(-c2sc3cc(OC)c(OC)cc3c2C#CC2(O)CCCCC2)cc1,-1,-9,-1,-1.7,-3,-1,17,0,-5,-46
COc1ccccc1CN(C)C(=O)c1ccc(S(=O)(=O)NCc2ccco2)cc1,-2,0,3,-3.8,2,-15,-1,1,0,3
NC(=O)c1ccsc1NC(=O)c1nc(-c2ccccc2)n(-c2ccccc2)n1,1,-26,-6,0.4,3,9,12,-1,-11,-62
CCOC(=O)c1c(C)c(C(=O)NC2CCCCC2)c(C)n1CC,1,0,-5,0.5,1,5,-5,2,2,-1
CC(=O)Cn1nnc2sc3c(c2c1=O)CCC(C(C)(C)C)C3 (configuration not stated),3,3,0,-1.5,-1,-4,-3,-6,-4,-7
COc1ccc(N=Nc2nc3ccc(Br)cc3n2C)cc1,133*,6,13,-3.8,0,-6,-283,7,18*,12
CC(NC(=O)c1cc2ccccc2oc1=O)c1ccccc1 (configuration not stated),-2,-2,8,-1.7,10,-2,-2,-1,-3,-4
Cc1nc2cc(C(=O)N3CCN(C)CC3)ccc2n1C,2,-13,-14,1.4,0,0,-6,2,-4,-3
CCN(CC)CCN(C(=O)C1=COCCO1)c1nc2ccc(C)cc2s1,1,-1,1,-2.4,1,8,-12,5,9,-20
CCc1cccc(C)c1NC(=S)NCc1cccn1C,6,-8,-1,1.0,-6,-7,3,-1,-11,-3
COc1ccc(NC(=O)C(CC(=O)O)Cc2ccc(Cl)cc2)cc1 (configuration not stated),-5,3,2,-2.5,-2,13,1,-1,3,-1
O=C(NNc1ncnc2c1cnn2-c1ccccc1)c1cccs1,-6,7,-1,-1.1,-2,-10,7,8,8,10
COc1cc(/C=C/C(=O)O)cc(S(=O)(=O)Nc2ccccc2C(=O)NCCc2ccccc2)c1OC,7,6,-7,1.3,-3,-14,32,3,-6,-4
CC(=O)C1=C(C)N(CC(C)C)C(=S)NC1c1ccc(Br)cc1 (configuration not stated),8,0,1,-0.5,-5,0,0,-1,1,.
Cn1c([N+](=O)[O-])cnc1N1CCN(c2nncs2)C1=O,-1,-2,-1,-1.8,5,10,-1,0,6,3
COc1ccc(-n2c(=O)c(CCC(=O)N3CCC(C)CC3)nc3ccccc32)cc1,-4,-23,-20,-0.5,1,-15,-1,0,-12,-32
O=C(CN(CC1CCCO1)C(=O)CCC(=O)Nc1ccccn1)NCC1CCCO1 (configuration not stated),2,-8,7,-2.0,-1,-3,-4,-2,3,0
O=C(NCCCN1CCc2ccccc2C1)C1CCN(S(=O)(=O)N2CCC3(CC2)OCCO3)CC1,4,-1,-8,-0.5,2,-3,-8,-4,5,4

# Some of these compounds in order of number of heavy atoms, ascending.
SMILES,PRMT1 FP inh,ABHD4 inh,TCR-CD3 inh,PG9 Ab binder,NR1D1 modulator,TDP2 absorb,rCAG binder,LEDGF integ inh,SIAE inh,HTRA1 inh
Cc1nc2cc(C(=O)N3CCN(C)CC3)ccc2n1C,2,-13,-14,1.4,0,0,-6,2,-4,-3
COc1ccc(N=Nc2nc3ccc(Br)cc3n2C)cc1,133*,6,13,-3.8,0,-6,-283,7,18*,12
CC(=O)Cn1nnc2sc3c(c2c1=O)CCC(C(C)(C)C)C3 (configuration not stated),3,3,0,-1.5,-1,-4,-3,-6,-4,-7
O=C(NNc1ncnc2c1cnn2-c1ccccc1)c1cccs1,-6,7,-1,-1.1,-2,-10,7,8,8,10
CCN(CC)CCN(C(=O)C1=COCCO1)c1nc2ccc(C)cc2s1,1,-1,1,-2.4,1,8,-12,5,9,-20
NC(=O)c1ccsc1NC(=O)c1nc(-c2ccccc2)n(-c2ccccc2)n1,1,-26,-6,0.4,3,9,12,-1,-11,-62
COc1ccccc1CN(C)C(=O)c1ccc(S(=O)(=O)NCc2ccco2)cc1,-2,0,3,-3.8,2,-15,-1,1,0,3
COc1ccc(-c2sc3cc(OC)c(OC)cc3c2C#CC2(O)CCCCC2)cc1,-1,-9,-1,-1.7,-3,-1,17,0,-5,-46
O=C(NCCCN1CCc2ccccc2C1)C1CCN(S(=O)(=O)N2CCC3(CC2)OCCO3)CC1,4,-1,-8,-0.5,2,-3,-8,-4,5,4
COc1cc(/C=C/C(=O)O)cc(S(=O)(=O)Nc2ccccc2C(=O)NCCc2ccccc2)c1OC,7,6,-7,1.3,-3,-14,32,3,-6,-4

# (further entries)
SMILES,PRMT1 FP inh,ABHD4 inh,TCR-CD3 inh,PG9 Ab binder,NR1D1 modulator,TDP2 absorb,rCAG binder,LEDGF integ inh,SIAE inh,HTRA1 inh
N#Cc1ccc(C(=O)OCC(=O)Nc2cccc(S(=O)(=O)N3CCCCC3)c2)cc1,1,-1,-11,0.1,-2,-8,12,-5,-1,-13
Cc1ccc(C(C)C)c(OCC(=O)Nc2ccc3c(c2)nc(CCN2CCCCC2)n3C)c1,5,-3,1,0.9,-2,-9,-11,-1,1,-5
Cc1ccc(S(=O)(=O)N(C)[C@H]2C[C@H]3c4[nH]c5cccc(-c6ccccc6)c5c4CCN3C(=O)[C@H]2[C@H](C)O)cc1,0,-2,-1,-1.9,2,-10,15,-3,-4,.
CCOC(=O)[C@@]12CCCC3=C1N(CCC3)C(=O)[C@H]2CC(=O)NCC12CC3CC(CC(C3)C1)C2,4,4,.,.,2,5,0,0,-3,.
O=C(NCc1ccccc1)c1cc(S(=O)(=O)N2CCCCC2)ccc1N1CCOCC1,0,3,1,0.5,-1,5,-5,-4,-7,-3
COc1ccccc1N1CCN(C(=O)CSc2nnnn2C2CC2)CC1,-2,1,3,1.0,-3,10,-5,-2,1,2
Cc1cc(-c2ccccc2)n(-c2ccc(C(=O)NC(C)C)cc2)n1,0,0,5,-1.2,-2,3,-7,-4,7,-4
CC(C)c1nnc(SCC(=O)NCCC2=CCCCC2)n1N,34*,10,-3,-2.1,-2,-10,-2,-1,1,1
CCN(CC)c1ccc(NS(=O)(=O)c2ccc3c(c2)oc(=O)n3C)c(C)c1,25*,8,-4,-1.7,-8,2,7,9,4,-1
O=C(Nc1cc(F)ccc1F)C1CCCO1 (configuration not stated),1,-1,2,1.6,-2,-7,-2,-3,-1,3
CCOC(=O)c1cccc(Nc2nc(-c3cccnc3)nc3ccccc23)c1,3,-31,-1,-1.4,14,-5,6,1,-48,-86
CC(=O)Nc1ccc(S(=O)(=O)NC2=C(N3CCN(C)CC3)C(=O)c3ccccc3C2=O)cc1,3,9,0,-15,1,24,0,5,2,1
COc1cccc(NS(=O)(=O)c2ccc3c(c2)CCN3C(C)=O)c1,-3,3,1,-0.8,-7,4,-2,6,-3,4
O=C(NCc1ccco1)c1cc(-c2ccccc2)on1,-1,-6,-3,1.0,12,13,-2,3,1,-2
Cc1nnc(SCC(=O)Nc2c(C)n(C)n(-c3ccccc3)c2=O)n1Cc1ccccc1,-2,0,4,-1.4,0,-6,0,1,0,2
CSc1ncccc1C(=O)OCC(=O)Nc1cc(C(F)(F)F)ccc1N1CCOCC1,1,-7,-4,-2.5,0,1,-4,0,1,-27
